# Screening results (PubChem BioAssay)
# TRPM1 prom inh: reduces MITF-dependent TRPM1 promoter luciferase signal. hit rate 0.83% among 330,000. AID 488899. inhibition, % at 12.5 µM. SK-MEL-5 TRPM1 promoter luciferase, 24 h;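 active = mean inhibition across replicates of 60% or more, whatever share of single replicates reaches that level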; note: values of inactives mirror those of a sister screen read the other way
# NR2E3 ag-1: activates human photoreceptor nuclear receptor NR2E3 | hit rate 0.12% among 320,000 | inhibition of corepressor binding, % at 4.78 µM | GST-NR2E3/biotin-RetCOR TR-FRET, 1536-well | AID 2300;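 active = percent inhibition above the cutoff of mean plus 3 SD of all tested compounds, set per screening campaign, cut at about 20% in these data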;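 note: 0% = DMSO wells and 100% = biotin wells as full block of FRET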
# Target sequence (Q9Y5X4 whole entry, looked up): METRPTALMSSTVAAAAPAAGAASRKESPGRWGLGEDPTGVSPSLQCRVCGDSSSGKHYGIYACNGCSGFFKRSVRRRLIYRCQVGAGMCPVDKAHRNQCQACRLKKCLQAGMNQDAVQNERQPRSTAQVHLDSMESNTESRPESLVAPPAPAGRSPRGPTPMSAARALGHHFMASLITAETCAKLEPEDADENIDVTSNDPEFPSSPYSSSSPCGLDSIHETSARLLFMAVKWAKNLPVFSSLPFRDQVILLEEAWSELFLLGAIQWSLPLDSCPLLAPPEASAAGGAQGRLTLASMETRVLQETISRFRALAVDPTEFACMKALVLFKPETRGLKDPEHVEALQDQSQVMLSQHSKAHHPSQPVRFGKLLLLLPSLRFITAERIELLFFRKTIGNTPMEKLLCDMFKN
#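 Assay system: NR2E3–RetCOR corepressor complex. Quantity: 1.35 nM GST-NR2E3. Buffer or medium: pH 7.5 Tris-based buffer. Reagent: biotinylated RetCOR corepressor at 7 nM final. Schedule: 5 h at 4 °C. Detection: TR-FRET, emission read at 617 and 671 nm. Replicates: one well per compound, singlicate testing.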
# Shn3 inh set2: Schnurri-3 reporter inhibition in Clone20 osteoblasts; Clone20 osteoblast Shn3 3'UTR firefly luciferase, 24 h; inhibition, % at 12.5 µM; hit rate 0.52% among 360,000; AID 588674;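 active = mean inhibition of at least 75% with every replicate also reaching 75%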;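 note: 0% = median of neutral control wells and 100% = pilot-screen positive control compound; some compounds past the cut are filed as inactive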
# Peg3 promoter: inhibitors of Peg3 promoter. HeLa PEG-Prom luciferase reporter, luminescence, overnight. inhibition, % at 20 µM. hit rate 1.7% among 360,000;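 active = inhibition of at least 50% at 20 µM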
# C8 TRAIL sens: caspase-8 TRAIL sensitization; inhibition (viability loss, TRAIL sensitization), % at 10 µM; NB7+C8 cells + TRAIL, ATPlite viability luminescence; hit rate 1% among 360,000;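 active = compounds causing at least 50% loss of cell viability in the single-dose screen, relative to plate controls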
# TWEAK-Fn14 inh: inhibitors of TWEAK-Fn14 interaction signaling | TWEAK-stimulated Fn14 reporter cells, luciferase luminescence, 8 h | inhibition, % at 10 µM | hit rate 2% among 360,000 | AID 1159606; in the data active = inhibition above about 50%
# CF NFkB inh: cystic fibrosis NF-kB activation inhibition | KKLEB NF-kB-GFP reporter, PAF-induced, GFP fluorescence overnight | inhibition, % at 5 µM | hit rate 0.86% among 360,000;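 active = at least 50% inhibition at 5 µM, scaled per plate between neutral and stimulator controls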;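 note: PAF is a Pseudomonas aeruginosa culture filtrate used as stimulus; plate controls were PAF-stimulated DMSO wells for no effect and unstimulated DMSO wells for full effect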
# KKLEB cytotox: CF airway cell cytotoxicity counter-screen; KKLEB CF airway cells viability, ATPlite luminescence, overnight; active compounds read low; cells stimulated with P. aeruginosa culture filtrate; activity change (cytotoxicity), % at 5 µM; hit rate 0.36% among 360,000;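 active = corrected activity change at or below -50% at 5 µM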
# NR2E3 ag-2: activates human NR2E3 receptor; CHO-S Gal4-NCOR/VP16-NR2E3 two-hybrid, luciferase; inhibition of corepressor binding, % at 3.98 µM; hit rate 0.35% among 360,000; AID 602229;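 active = inhibition above the mean of all tested compounds plus 3 SD, cut at about 70% in these data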;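 note: 0% = DMSO with NR2E3 transfected cells and 100% = cells lacking NR2E3 construct; higher means lower luciferase signal from less NR2E3 corepressor binding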
# TROY signal inh: inhibitors of TROY-dependent NF-kB signaling; inhibition, % at 10 µM; Q293 LMP1-TROYcd NF-kB luciferase reporter, 4 h; AID 1347056; hit rate 0.98% among 360,000;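 active = compounds whose plate-normalised and pattern-corrected inhibition of the luciferase reporter signal at the single screening dose is 50% or more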
# HIF-2a inh: HIF-2a inhibition; 786-0 RCC cells HIF-2a reporter, luciferase luminescence, overnight; hit rate 0.72% among 360,000; inhibition, % at 18.8 µM;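 active = inhibition of the luminescence signal of 40% or more relative to plate controls, in a single-dose primary screen at 18.75 µM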
# An asterisk follows results filed as active; · = not tested or not shown.
SMILES,TRPM1 prom inh,NR2E3 ag-1,Shn3 inh set2,Peg3 promoter,C8 TRAIL sens,TWEAK-Fn14 inh,CF NFkB inh,KKLEB cytotox,NR2E3 ag-2,TROY signal inh,HIF-2a inh
Cc1nc2n[nH]c(N)c2nc1C,·,·,11.7,-9.7,8.9,2.6,8.0,-1.9,-7.8,-12.4,-14.7
CC(=O)Nc1ccc(C(=O)OCC(=O)Nc2c(C)n(C)n(-c3ccccc3)c2=O)cc1,-4.3,·,-0.4,3.7,8.3,2.8,-3.9,-24.2,6.1,-5.8,12.3
C/C(=C\c1ccccc1)CN1CCN(C)CC1,12.5,-1.6,6.8,6.0,-0.8,10.1,-2.9,-0.2,-7.5,6.5,5.3
N#Cc1cccc(C(=O)Nc2ccccc2C(=O)NC2CC2)c1,5.0,·,-36.4,8.1,-7.8,-0.8,-1.2,15.2,1.3,-10.2,-5.6
COCCn1c(CN2CCN(c3cccc(Cl)c3)CC2)nc2c1c(=O)n(C)c(=O)n2C,·,-0.3,81.9,9.2,-0.6,-0.8,13.2,-20.7,23.1,14.1,10.2
CCCc1cc(=O)[nH]c(SCC(=O)Nc2ccc(C)cc2)n1,5.4,-2.0,9.5,10.8,-3.8,-5.7,8.9,-3.9,-10.3,-1.4,17.1
Cc1c(C(=O)NNC(=O)c2cccnc2)cccc1[N+](=O)[O-],4.2,·,-13.1,6.4,-7.5,-21.1,2.4,16.6,-2.9,0.0,6.6
CC1(C)CC(=O)C=C(c2ccc(COC(=O)Cc3ccccc3)cc2)C1=O,·,·,-19.0,-9.1,-1.4,-6.5,-2.7,13.2,-6.9,-2.1,-2.3
Cc1ccc(S(=O)(=O)NCCC(=O)NCCc2ccccc2)cc1,-18.0,·,2.2,-39.5,22.8,-3.5,15.0,-16.8,-29.9,-15.6,-25.9
c1ccc(CN2CC[C@@H](Nc3nccn4ccnc34)C2)cc1,·,·,-7.9,7.3,-11.6,0.3,0.3,1.1,-20.5,-10.7,8.3
O=C(/C=C/c1ccccc1F)c1ccoc1,7.3,-2.5,-18.1,11.5,10.7,13.1,16.1,-1.3,2.1,0.0,-0.7
O=C(CSc1cn(CCNC(=O)c2c(F)cccc2F)c2ccccc12)NCC1CCCO1 (configuration not stated),2.9,4.0,6.8,30.5,-21.5,-1.1,-19.3,-6.2,-37.2,12.3,14.7
COc1ccc(NC(=O)C(c2ccc(OC)cc2)N(C)C(=O)c2cnccn2)cc1 (configuration not stated),0.1,-1.6,-1.0,4.8,-5.7,-6.6,25.1,-25.0,-25.5,-22.6,-9.8
CCCCCOc1ccc(C(C)(O)C(CN2CCOCC2)c2ccccc2)cc1 (configuration not stated),8.3,-0.7,3.6,18.4,7.1,-14.1,8.4,-4.7,-26.1,0.1,3.5
O=S(=O)(NCc1cc(-c2ccccc2Cl)no1)c1ccc(Cl)cc1,1.6,1.4,18.4,1.9,-16.5,15.2,-21.3,3.2,-32.9,-1.3,4.0
CC(C)(C)C1CCc2nc(NC(=O)Cc3cn4ccsc4n3)sc2C1 (configuration not stated),-16.4,-2.8,-33.9,-193.0,6.0,-25.2,4.9,-2.1,-46.7,-51.9,-203.9
COC(=O)c1[nH]c2ccc(Br)cc2c1NC(=O)CN1CCCc2ccccc21,24.2,2.2,2.3,19.7,-5.8,-3.9,13.7,-28.4,-0.8,1.3,12.7
C[C@H]1CN([C@@H](C)CO)S(=O)(=O)c2ccc(Br)cc2O[C@H]1CN(C)C(=O)c1cccc(F)c1,·,·,-23.0,14.8,-0.6,-3.6,14.9,1.8,11.8,-6.4,-1.2
CCCNC(=O)C(Cc1cccc(Br)c1)NC(=O)c1ccc(C#N)cc1 (configuration not stated),-3.8,2.6,-7.9,-0.8,-7.4,-10.1,-8.0,16.9,-5.7,-7.5,-6.0
COc1ccc(OC)c(CNC(=O)CCc2cn(C)c3ccccc23)c1,14.7,5.6,-13.7,21.2,-5.3,7.6,-8.1,2.8,-11.6,3.8,17.8
Cn1nc(-c2ccccc2)cc1NC(=O)Nc1ccccc1F,-10.3,3.4,-20.6,-67.4,-9.1,-26.0,13.7,-9.4,-28.8,-28.6,-134.4
Cn1cc(C=O)c2cc(F)ccc21,·,2.5,3.4,8.0,-1.3,8.9,8.9,3.0,-5.3,14.3,-116.6
CNC(=S)N/N=C/c1cn(Cc2ccc(C)cc2)c2ccccc12,-3.0,-3.7,1.3,19.6,14.5,29.0,-49.1,-13.7,6.2,2.4,-7.1
O=C(CSc1ncc(C(=O)O)n1-c1ccc(F)cc1)NCc1ccc2c(c1)OCO2,13.2,1.1,7.3,-3.2,5.4,-16.0,14.1,5.6,10.3,-5.4,18.0
CSc1ccccc1NC(=O)COC(=O)c1ccc(O)cc1,-2.7,2.7,5.5,-16.4,2.7,3.1,-9.2,7.1,-22.6,-7.3,2.7

# Next part
SMILES,TRPM1 prom inh,NR2E3 ag-1,Shn3 inh set2,Peg3 promoter,C8 TRAIL sens,TWEAK-Fn14 inh,CF NFkB inh,KKLEB cytotox,NR2E3 ag-2,TROY signal inh,HIF-2a inh
Cc1ccc2cc3c(NC(=O)c4cccnc4)nn(C)c3nc2c1,-5.5,-10.5,11.6,15.0,1.4,16.3,-0.4,1.5,-13.2,-3.5,-2.7
Cc1ccc(Sc2ccc(C(=O)N(C)C)cc2[N+](=O)[O-])cc1,11.5,-1.6,9.9,19.6,1.7,2.4,1.3,-18.7,-3.2,-30.5,16.0
CC(C)(C)NC(=O)C(c1ccncc1)N(C(=O)Cn1nnc(-c2ccc(F)cc2)n1)c1ccccc1 (configuration not stated),6.7,3.0,-41.6,10.8,-8.9,10.9,-19.4,12.4,-22.6,-3.8,13.9
O=C(O)CCCCC1SCC2NC(=O)NC21 (configuration not stated),-0.3,37.7*,-34.7,-2.4,0.8,0.7,16.8,-5.9,-35.5,-21.2,5.3
COc1cccc(CNCc2ccccc2OC)c1,·,-1.7,1.2,-0.7,0.7,-5.2,0.8,8.3,-17.4,0.3,19.5
CCOC(=O)C(=O)N1CCN(CC)CC1,7.8,-1.0,0.5,16.6,10.3,40.0,-1.0,2.9,-5.4,-14.7,11.6
CCCc1cc(=O)[nH]c(SCC(=O)c2ccc(S(=O)(=O)N3CCCC3)cc2)n1,15.4,4.1,8.6,23.5,-1.8,-18.0,1.3,2.5,-17.2,-0.8,17.1
NC(=O)Cn1cc(/C=N/NC(=O)c2ccc(Cn3cc(Cl)cn3)o2)c(-c2ccccc2)n1,-2.0,·,-6.1,19.3,-13.3,3.8,5.6,-5.0,-12.7,13.6,-2.9
Cc1ccccc1NC(=O)c1ccc2c(c1)CCN2S(C)(=O)=O,6.1,·,16.4,-9.1,-4.1,-12.6,-5.7,2.8,-14.2,-9.9,-25.0
C=C(C)c1ccc(C(C)(C)NC(=O)N2CCN(C)CC2)cc1,-2.4,-1.9,-8.6,-12.6,-6.1,-8.6,-0.3,3.0,16.9,-3.3,7.2
CCC(C)NC(=O)c1cc2cc3ccc(OC)cc3nc2o1 (configuration not stated),-100.9,6.0,-49.4,-214.3,-0.1,-45.3,-2.3,-4.4,-96.5,-56.2,-279.8
COC(=O)CN1C(c2ccc(Cl)cc2)=Nc2ccc(Cl)cc2C1c1ccccc1 (configuration not stated),7.0,0.1,-13.2,16.1,-3.4,4.6,0.4,9.1,-5.5,-7.7,-1.9
O=C(NCc1ccccn1)c1cn(Cc2ccccc2)nn1,-19.6,-2.3,-9.7,-14.9,7.1,0.8,-3.3,5.3,-2.3,11.0,-5.1
O=C(Nc1ccc(N2CCOCC2)cc1)c1cc(F)c(F)cc1Cl,-42.2,-0.9,-7.8,-87.3,-5.2,-42.4,4.6,0.4,-39.5,-37.1,-103.6
Cc1ccc(S(=O)(=O)N2CCN(C)CC2)cc1C,8.8,2.1,-4.7,17.1,-15.6,2.8,-1.5,-0.9,10.9,11.3,18.3
CCCCCC1CCC(c2ccc(/C(N)=N/O)cc2)CC1 (configuration not stated),-6.8,3.7,-27.1,-4.5,41.8,24.7,-7.6,1.4,-28.5,5.5,-1.3
CCc1ccc(NC(=O)N(Cc2cccnc2)Cc2ccco2)cc1,10.5,1.2,-10.3,1.1,6.8,-29.1,24.6,-4.4,13.7,-2.9,17.7
Nc1nnc(SCC(=O)N2CCN(c3ccccc3)CC2)s1,-1.8,2.2,-5.4,2.8,-1.4,9.8,8.9,-1.9,-8.3,-4.7,-6.2
CN(N=Cc1cccc2cccnc12)c1ccc([N+](=O)[O-])cc1[N+](=O)[O-],-21.8,·,-7.4,10.6,-2.3,-19.1,-14.2,-20.5,-12.2,2.2,-28.4
Fc1ccc(-c2csc(NC3=NCCC3)n2)cc1,-52.5,-1.6,-18.2,-83.5,-6.6,-20.0,7.8,-2.2,-15.3,-11.3,-157.4
CN(Cc1cccnc1)C(=O)CC1C(=O)NCCN1CC(c1ccccc1)c1ccccc1 (configuration not stated),3.2,0.9,-17.2,5.2,-1.4,-1.8,4.5,-2.3,-23.2,-28.8,20.2
Cc1ccc(-c2ccc(CCC(=O)O)o2)cc1,-0.3,2.1,-9.6,-71.7,2.9,7.7,6.4,-3.7,-98.1,-5.8,-120.6
CCCn1cc(CN2CCC(n3nccc3NC(=O)c3ccccc3)CC2)c(C)n1,0.6,0.9,9.4,2.5,0.6,9.5,12.3,0.7,-11.8,-1.4,11.6
CN(C)c1oc(-c2ccccc2Cl)nc1C#N,-19.0,3.3,7.7,-6.4,4.8,-13.9,-4.9,-3.5,-21.4,-14.9,-60.4
COc1ccc(NC(=S)NCc2ccc(S(N)(=O)=O)cc2)cc1OC,7.4,-0.8,-12.5,21.5,-5.0,-13.2,7.3,4.4,4.2,8.0,4.8
CCOC(=O)N1CCN(C(=O)c2ccc(Oc3ccc([N+](=O)[O-])cc3)cc2)CC1,-4.0,0.2,44.9,9.5,2.8,1.2,-8.1,5.0,5.9,13.8,23.8
COc1ccc(NS(=O)(=O)c2ccc(NS(C)(=O)=O)cc2)cc1,4.8,-1.2,7.8,5.4,6.9,10.8,6.2,-5.9,-3.6,14.1,-13.9
COc1ccccc1NC(=O)CCn1c(=O)sc2ccccc21,-10.6,0.6,-10.2,12.0,-0.2,-6.5,1.3,0.2,11.0,-13.2,-21.5
COC(=O)COc1c(Cl)cc(Cl)c2ccc(C)nc12,23.4,-4.0,-31.5,0.8,1.7,8.5,14.1,-3.1,-40.7,12.3,13.0

# Arranged by SMILES length (high to low): part of the list above.
SMILES,TRPM1 prom inh,NR2E3 ag-1,Shn3 inh set2,Peg3 promoter,C8 TRAIL sens,TWEAK-Fn14 inh,CF NFkB inh,KKLEB cytotox,NR2E3 ag-2,TROY signal inh,HIF-2a inh
NC(=O)Cn1cc(/C=N/NC(=O)c2ccc(Cn3cc(Cl)cn3)o2)c(-c2ccccc2)n1,-2.0,·,-6.1,19.3,-13.3,3.8,5.6,-5.0,-12.7,13.6,-2.9
C=C(C)c1ccc(C(C)(C)NC(=O)N2CCN(C)CC2)cc1,-2.4,-1.9,-8.6,-12.6,-6.1,-8.6,-0.3,3.0,16.9,-3.3,7.2
CCCCCC1CCC(c2ccc(/C(N)=N/O)cc2)CC1 (configuration not stated),-6.8,3.7,-27.1,-4.5,41.8,24.7,-7.6,1.4,-28.5,5.5,-1.3
O=C(NCc1ccccn1)c1cn(Cc2ccccc2)nn1,-19.6,-2.3,-9.7,-14.9,7.1,0.8,-3.3,5.3,-2.3,11.0,-5.1

# The list is partial; the hit share may differ from the screen's.
